Source: PubChem
miR122 inh = blocks miR-122 activity in Huh7 sensor cells; Huh7 miR-122 Renilla luciferase sensor, 48 h; neutral wells = 0, positive control = 100; activation (reporter increase), % at 12.5 µM; hit rate 0.3% among 340,000; AID 602342;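 active means mean replicate activation score at least 90 and every replicate individually at or above 90; inconclusive means only one of the two criteria met; inactive means neither criterion met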;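 further: higher luciferase means less miR-122 activity so hits act as miR-122 inhibitors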
ERAP1 HTS inh = blocks human ERAP1 aminopeptidase activity | Q9NZ08 | recombinant ERAP1, Leu-AMC fluorescence, 60 min | inhibition, % at 10.7 µM | hit rate 0.15% among 340,000;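 active means mean replicate inhibition of at least 30%, or all replicates individually reaching that 30% level; inactive means mean below 30% and not every replicate reaching it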;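 further: 0% = neutral control wells and 100% = L-leucinethiol positive control wells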
RAD52 anneal inh = inhibitors of human RAD52 DNA annealing; hit rate 0.46% among 360,000; AID 651710; recombinant RAD52 DNA annealing, FRET fluorescence; P43351; inhibition, % at 18.7 µM;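 active means every replicate showing at least 50% inhibition; inconclusive means mean inhibition at least 50% but not in every replicate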
Target sequence (P43351 whole entry, looked up): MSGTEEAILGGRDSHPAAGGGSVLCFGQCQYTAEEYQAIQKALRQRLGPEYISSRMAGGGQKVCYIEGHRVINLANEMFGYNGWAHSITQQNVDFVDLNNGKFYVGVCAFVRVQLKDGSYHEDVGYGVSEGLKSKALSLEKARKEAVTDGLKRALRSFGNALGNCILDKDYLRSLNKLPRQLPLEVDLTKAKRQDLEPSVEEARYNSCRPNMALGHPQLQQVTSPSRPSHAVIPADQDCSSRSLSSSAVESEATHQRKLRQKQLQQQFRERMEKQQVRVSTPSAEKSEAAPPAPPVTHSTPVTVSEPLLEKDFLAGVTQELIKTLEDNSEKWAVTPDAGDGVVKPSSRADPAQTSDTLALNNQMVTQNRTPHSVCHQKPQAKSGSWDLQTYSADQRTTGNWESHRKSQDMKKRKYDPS
E-selectin induc = induces E-selectin expression in human endothelial cells; activation, % at 7.58 µM; P16581; HUVEC E-selectin immunofluorescence imaging; normalized: neutral wells 0, TNF-alpha wells 100; hit rate 0.37% among 260,000;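 active means mean E-selectin-positive cell signal at least 10% of the positive control, reached in at least 60% of replicates, without over 20% cell loss; inconclusive means no rule given, readout overlaps actives, possibly toxicity-flagged; inactive means the rest, including those meeting only one limit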;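 further: in these data hits start at about 27%; measured in HUVEC primary endothelial cells; signal is the percent of cells scored E-selectin positive by PE staining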
Target sequence (P16581 whole entry, looked up): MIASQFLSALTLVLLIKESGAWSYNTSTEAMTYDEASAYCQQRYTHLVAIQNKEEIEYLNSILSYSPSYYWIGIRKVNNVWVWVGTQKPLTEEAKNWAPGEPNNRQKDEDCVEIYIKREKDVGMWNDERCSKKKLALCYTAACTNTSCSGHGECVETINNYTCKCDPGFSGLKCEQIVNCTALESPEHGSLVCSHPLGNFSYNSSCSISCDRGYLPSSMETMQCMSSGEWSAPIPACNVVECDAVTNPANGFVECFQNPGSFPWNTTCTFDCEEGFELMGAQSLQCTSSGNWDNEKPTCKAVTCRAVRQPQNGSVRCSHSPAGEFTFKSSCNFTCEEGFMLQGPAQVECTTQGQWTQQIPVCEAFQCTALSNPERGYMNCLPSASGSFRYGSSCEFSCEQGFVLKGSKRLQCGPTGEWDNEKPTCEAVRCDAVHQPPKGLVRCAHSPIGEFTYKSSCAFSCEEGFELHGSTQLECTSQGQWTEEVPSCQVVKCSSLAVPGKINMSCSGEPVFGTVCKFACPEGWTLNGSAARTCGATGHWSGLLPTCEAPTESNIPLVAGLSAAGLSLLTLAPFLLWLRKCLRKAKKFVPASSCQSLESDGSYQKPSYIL
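System: HUVEC, human umbilical vein endothelial cells; quantity: 3,000 cells/well; buffer or medium: EGM-2 medium, gelatin-coated wells; dosing: single-point compound dose; detection: immunofluorescence imaging; evaluation: % PE-positive cells; benchmarks: TNF-alpha, DMSO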
PGC1a acetyl inh = modulators of PGC1a acetylation; U2OS PGC1a acetylation, AlphaScreen anti-acetyl-lysine; with virally co-expressed GCN5 acetyltransferase; inhibition, % at 15.6 µM; hit rate 0.17% among 350,000; AID 651687;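 active means every replicate shows inhibition of at least 40%; inconclusive means mean inhibition at least 40% but some replicate below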;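 further: 0% = neutral control wells and 100% = positive control wells; some results beyond the cut were filed as inactive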
Cneo AK release = Cryptococcus neoformans lysis via adenylate kinase release; C. neoformans lysis, adenylate kinase release luminescence, 4 h; normalised: neutral wells 0, clomiphene wells 100; lysis activity, % at 15 µM; hit rate 0.2% among 360,000; AID 651654;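 active means mean lysis activity across replicates of at least 80%, whatever share of replicates individually reach that level; inactive means mean lysis activity below 80%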
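Signal: Adenylate kinase release luminescence | Assay system: Log-phase Cryptococcus neoformans yeast cells | Input: Cells at 5 × 10^6 per mL | Buffer or medium: Fresh YPD growth medium | Compound: Single dose | Schedule: Static 4 h at 37 °C with compound, 1 h detection | Controls: Clomiphene | Read-out: Luminescence rise reflecting yeast cell lysis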
PglD inh = blocks C. jejuni PglD acetyltransferase activity; purified PglD enzyme, DTNB colorimetric CoA detection; inhibition, % at 12.5 µM; hit rate 0.098% among 360,000; in the data active means inhibition above about 16%, passing the limit was not always enough; inconclusive means no clear call, values can overlap the other calls; further: strong numbers were not always called active
RAD54 branch = RAD54 (human) branch migration inhibition; inhibition, % at 10.4 µM; hit rate 0.14% among 360,000; RAD54 Holliday junction branch migration, FAM/BHQ fluorescence; Q92698;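 active means mean normalized replicate activity at least 40 and at least half of replicates scoring 40 or more; inconclusive means only one of the two criteria met; inactive means mean below 40 and under half of replicates reaching 40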;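 further: 0% = median of neutral control wells and 100% = median of positive control wells; inhibitors cause a drop in the FAM fluorescence signal; in these data hits start at about 50%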
* marks the source's active call; other numbers are inactive results; [ ] = remark or other dose.

What do the screens show for `O=C(NCc1ccco1)C1CCCCC1`?
miR122 inh: 2.5; ERAP1 HTS inh: 1.7; RAD52 anneal inh: -6.7; PGC1a acetyl inh: -6.4; Cneo AK release: -1.5; PglD inh: 0.8; RAD54 branch: -3.9

Results for C/C(=N\N)c1c(-c2ccccc2)c2cc(C)ccc2[nH]c1=O ?
miR122 inh: 5.1; ERAP1 HTS inh: -1.3; RAD52 anneal inh: -18.4; E-selectin induc: 0.4; PGC1a acetyl inh: 8.3; Cneo AK release: -1.8; PglD inh: -10.7; RAD54 branch: -2.6

What do the screens show for `Cc1ccc(S(=O)(=O)N(C)C[C@@H]2Oc3c(NS(C)(=O)=O)cccc3C(=O)N([C@@H](C)CO)C[C@@H]2C)cc1`?
miR122 inh: 14.9[16.7 µM]; ERAP1 HTS inh: 0.9; RAD52 anneal inh: -2.6; E-selectin induc: -0.1; PGC1a acetyl inh: 10.4; Cneo AK release: 6.4; PglD inh: -5.8; RAD54 branch: -5.0

Results for COc1ccc(/C=N/Nc2nc(C)cc(=O)[nH]2)cc1OC ?
miR122 inh: -2.8; ERAP1 HTS inh: -0.6; RAD52 anneal inh: 1.4; E-selectin induc: 0.1; PGC1a acetyl inh: 24.1; Cneo AK release: 0.8; PglD inh: -9.1; RAD54 branch: -9.0

What do the screens show for `CCS(=O)(=O)N1[C@H](C#N)[C@H](c2ccc(-c3cccc(F)c3)cc2)[C@@H]1CO`?
ERAP1 HTS inh: -2.1; RAD52 anneal inh: 0.7; E-selectin induc: 0.0; PGC1a acetyl inh: -0.3; Cneo AK release: -4.7; PglD inh: -4.1; RAD54 branch: -0.3

How did Cc1ccc([C@H]2C[C@H](n3cc(COC(=O)c4ccccc4)nn3)[C@@H](O)CN2Cc2cccs2)cc1 do in these assays?
miR122 inh: 0.6; RAD52 anneal inh: -191.5; E-selectin induc: 2.8; PGC1a acetyl inh: -5.7; Cneo AK release: 1.0; PglD inh: 0.6; RAD54 branch: -5.1

How did C[C@@H]1CN([C@H](C)CO)C(=O)c2c(c3ccccc3n2C)-c2ccccc2CO[C@H]1CN(C)S(=O)(=O)c1cccc(F)c1 do in these assays?
ERAP1 HTS inh: 1.6; RAD52 anneal inh: 4.5; E-selectin induc: -0.1; PGC1a acetyl inh: -37.4; Cneo AK release: -1.7; PglD inh: 1.4; RAD54 branch: -24.5

How did CC1CCN(c2nc3c(N)ncnc3n2[C@@H]2O[C@H](CO)[C@@H](O)[C@H]2O)CC1 do in these assays?
miR122 inh: 1.5; ERAP1 HTS inh: -1.1; RAD52 anneal inh: -14.3; E-selectin induc: 0.3; Cneo AK release: 2.1; PglD inh: 0.9; RAD54 branch: 3.0

How did COc1cccc(S(=O)(=O)N2CCCCN3[C@H](CO)[C@H](c4ccc(C5=CCCCC5)cc4)[C@H]3C2)c1 do in these assays?
miR122 inh: 0.8[16.7 µM]; E-selectin induc: -0.7; PGC1a acetyl inh: -9.0; Cneo AK release: 44.6; PglD inh: 3.0; RAD54 branch: 14.2

Results for CCN(c1ccccc1)S(=O)(=O)c1cccc(C(=O)NCCOc2ccccc2OC)c1 ?
miR122 inh: -5.1; ERAP1 HTS inh: 2.2; RAD52 anneal inh: -3.4; E-selectin induc: 0.8; PGC1a acetyl inh: -7.6; PglD inh: -3.7; RAD54 branch: 1.7

Results for O=C1NC(c2cccs2)Nc2ccccc21 (stereo not given) ?
miR122 inh: -6.5; PGC1a acetyl inh: 8.3; Cneo AK release: 5.2; PglD inh: 0.9; RAD54 branch: 0.0

Results for CC1CCc2[nH]c3ccc(C(=O)N(C)CC(=O)Nc4ccccc4Cl)cc3c2C1 (stereo not given) ?
miR122 inh: 2.1; ERAP1 HTS inh: -0.3; RAD52 anneal inh: -3.4; E-selectin induc: inconclusive; PGC1a acetyl inh: -6.0; Cneo AK release: 1.2; PglD inh: 3.8; RAD54 branch: 0.8

How did COc1cc(CN2CCNC(=O)C2CC(=O)N(C)Cc2ncc[nH]2)cc(OC)c1 (stereo not given) do in these assays?
miR122 inh: -1.4; ERAP1 HTS inh: -0.5; RAD52 anneal inh: -4.2; PGC1a acetyl inh: 2.9; Cneo AK release: -6.8; PglD inh: 6.7; RAD54 branch: -8.2

How did O=C(CNC(=O)C1COc2ccccc2O1)N/N=C/c1ccc([N+](=O)[O-])cc1 (stereo not given) do in these assays?
miR122 inh: -4.7; ERAP1 HTS inh: -4.6; RAD52 anneal inh: -10.6; E-selectin induc: 0.6; PGC1a acetyl inh: -6.3; Cneo AK release: -0.5; PglD inh: -1.5; RAD54 branch: -3.7

Results for C[C@@H]1CCCCO[C@@H](CN(C)C(=O)Nc2ccc(F)cc2)[C@@H](C)CN([C@H](C)CO)C(=O)c2cc(NS(=O)(=O)c3ccccc3)ccc2O1 ?
miR122 inh: -0.4[16.7 µM]; ERAP1 HTS inh: -0.1; RAD52 anneal inh: -8.4; E-selectin induc: 0.0; PGC1a acetyl inh: -9.1; Cneo AK release: -5.0; PglD inh: -0.4; RAD54 branch: 7.5

How did COc1cccc(NC(=O)C2CCN(c3ncccn3)CC2)c1 do in these assays?
miR122 inh: 11.7; PGC1a acetyl inh: 3.5; Cneo AK release: 1.0; PglD inh: -7.4; RAD54 branch: 4.4

What do the screens show for `COc1ccc(Nc2nc3cc(-c4ccccc4C)sc3c(=O)n2C)cc1OC`?
miR122 inh: -0.8; ERAP1 HTS inh: -0.4; RAD52 anneal inh: 8.5; E-selectin induc: 0.0; PGC1a acetyl inh: -3.7; Cneo AK release: -0.1; PglD inh: 1.5; RAD54 branch: 0.8

What do the screens show for `CCOC(=O)c1ccc(Oc2nc(NC(C)(C)C)nc(N(C)C)n2)cc1`?
miR122 inh: -3.0; PGC1a acetyl inh: -12.9; Cneo AK release: 2.5; PglD inh: -4.9; RAD54 branch: -1.0

What do the screens show for `C[C@H]1CN([C@@H](C)CO)C(=O)Cc2cc(NC(=O)CCN3CCOCC3)ccc2O[C@@H]1CN(C)S(=O)(=O)c1cn(C)cn1`?
miR122 inh: -5.7[16.7 µM]; ERAP1 HTS inh: -2.5; RAD52 anneal inh: 7.1; E-selectin induc: 2.5; PGC1a acetyl inh: -15.6; Cneo AK release: -0.7; PglD inh: 8.5; RAD54 branch: -8.6

Results for CC(C)(C)OC(=O)N1CCC(C(=O)NCC2CCCO2)CC1 (stereo not given) ?
miR122 inh: 3.9; ERAP1 HTS inh: -2.4; RAD52 anneal inh: -11.9; PGC1a acetyl inh: 3.3; Cneo AK release: 3.2; PglD inh: -5.2; RAD54 branch: 1.5

A portion from the list above, as a working copy:
Results for O=C1NC(c2cccs2)Nc2ccccc21 (stereo not given) ?
miR122 inh: -6.5; PGC1a acetyl inh: 8.3; Cneo AK release: 5.2; PglD inh: 0.9; RAD54 branch: 0.0

Results for CC1CCc2[nH]c3ccc(C(=O)N(C)CC(=O)Nc4ccccc4Cl)cc3c2C1 (stereo not given) ?
miR122 inh: 2.1; ERAP1 HTS inh: -0.3; RAD52 anneal inh: -3.4; E-selectin induc: inconclusive; PGC1a acetyl inh: -6.0; Cneo AK release: 1.2; PglD inh: 3.8; RAD54 branch: 0.8

(more compounds)
Results for COc1ccc(N(Cc2ccccc2)C(=O)OC(C)(C)C)c(C(=O)N(C)OC)c1 ?
ERAP1 HTS inh: 0.0; RAD52 anneal inh: 0.8; E-selectin induc: -0.1; Cneo AK release: 0.2; PglD inh: 3.5; RAD54 branch: -9.0

What do the screens show for `CN(C(=O)c1cccc(NC(=O)Cc2cccc(NC(=O)C3CCCN(C(=O)C4CC4)C3)c2)c1)C1CC1` (stereo not given)?
miR122 inh: -0.1; ERAP1 HTS inh: 7.1; RAD52 anneal inh: -6.2; E-selectin induc: 0.0; PGC1a acetyl inh: 3.6; Cneo AK release: 3.7; PglD inh: -0.6; RAD54 branch: 3.7

Results for CC(C)c1ccc(NC(=O)N2CCOCC2)cc1 ?
ERAP1 HTS inh: -1.2; RAD52 anneal inh: -10.5; Cneo AK release: 0.3; PglD inh: -1.3; RAD54 branch: 3.7

How did O=C(CNS(=O)(=O)c1ccccc1)Nc1ccc(F)cc1F do in these assays?
ERAP1 HTS inh: -1.6; RAD52 anneal inh: -7.5; E-selectin induc: -0.9; Cneo AK release: 3.3; PglD inh: 0.3; RAD54 branch: 2.6

Results for CCOCCCNS(=O)(=O)c1ccc(Br)cc1 ?
miR122 inh: 30.6; PGC1a acetyl inh: 23.7; Cneo AK release: 1.6; PglD inh: 4.0; RAD54 branch: 0.6

Results for CCc1cccc2c(=O)c(C(=O)N3CCOCC3)c[nH]c12 ?
miR122 inh: 1.1; PGC1a acetyl inh: -2.7; Cneo AK release: -7.1; PglD inh: -1.7; RAD54 branch: 3.9

How did CCCn1c(=S)[nH]c2cc(OC)c(OC)cc2c1=O do in these assays?
miR122 inh: -15.7; ERAP1 HTS inh: 2.0; RAD52 anneal inh: -10.8; PGC1a acetyl inh: -6.1; Cneo AK release: 0.8; PglD inh: 7.2; RAD54 branch: 5.8

What do the screens show for `CC(=O)NC1CCCc2c1cnn2-c1ccc(C(C)(C)C)cc1` (stereo not given)?
ERAP1 HTS inh: -1.5; RAD52 anneal inh: -3.4; Cneo AK release: 3.8; PglD inh: -1.4; RAD54 branch: -6.4

What do the screens show for `O=C(NC1CCCCCC1)c1ccc(Br)o1`?
ERAP1 HTS inh: 2.4; RAD52 anneal inh: -23.3; Cneo AK release: 3.4; PglD inh: -6.0; RAD54 branch: 3.6

How did Cc1ccc(-c2nnn(CC(=O)N(CC3CCCO3)C(C(=O)NC3CCCC3)c3ccc(F)cc3)n2)o1 (stereo not given) do in these assays?
miR122 inh: 0.3; PGC1a acetyl inh: 34.8; Cneo AK release: -7.5; PglD inh: 1.3; RAD54 branch: 3.0

Results for Nc1ccc2c(c1)C1(CCC2)NC(=O)NC1=O (stereo not given) ?
miR122 inh: -3.2; ERAP1 HTS inh: 1.7; RAD52 anneal inh: -9.5; PGC1a acetyl inh: -15.2; Cneo AK release: 3.5; PglD inh: 7.2; RAD54 branch: -10.7

How did CC(C)NC(=O)N(C)C[C@@H]1Oc2c(NS(=O)(=O)c3ccc(Cl)cc3)cccc2C(=O)N([C@@H](C)CO)C[C@@H]1C do in these assays?
miR122 inh: -0.4[16.7 µM]; ERAP1 HTS inh: 1.9; RAD52 anneal inh: -4.8; PGC1a acetyl inh: -4.7; Cneo AK release: 0.6; PglD inh: 0.2; RAD54 branch: 10.0

How did CCCC1(CCC)NC(=O)NC1=O do in these assays?
miR122 inh: 1.7; PGC1a acetyl inh: 0.4; Cneo AK release: -3.9; PglD inh: 2.2; RAD54 branch: -1.2

What do the screens show for `O=C(c1cc(COc2ccc(F)cc2F)on1)N1CCOCC1`?
miR122 inh: 0.8; ERAP1 HTS inh: -2.1; RAD52 anneal inh: -9.6; PGC1a acetyl inh: -1.3; Cneo AK release: -6.4; PglD inh: 1.1; RAD54 branch: -1.9

How did O=C(OCc1nc2ccccc2[nH]1)C12CC3CC(CC(C3)C1)C2 do in these assays?
miR122 inh: -0.1; PGC1a acetyl inh: -0.6; Cneo AK release: 14.5; PglD inh: -3.4; RAD54 branch: -4.2

What do the screens show for `C[C@@H]1CN([C@H](C)CO)C(=O)c2cc(N(C)C)ccc2O[C@H]1CN(C)Cc1ccc2c(c1)OCO2`?
miR122 inh: -0.2[16.7 µM]; ERAP1 HTS inh: -0.6; RAD52 anneal inh: 6.4; E-selectin induc: -1.1; PGC1a acetyl inh: -1.3; Cneo AK release: -5.0; PglD inh: -1.2; RAD54 branch: -10.2
